CASP6 VEID inh: human caspase-6 inhibitors, primary screen, biochemical, VEID-R110 fluorescence, single point, set 2 | P55212 | purified caspase-6, Z-VEID-R110 cleavage fluorescence | inhibition, % at 12.5 µM | 350,000 tested, 0.53% active | AID 686996, 2013;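 active means mean inhibition across replicates at least about 35%, with every replicate also reaching that limit, limit read from the data; inconclusive means only one of the two criteria met; inactive means neither criterion met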;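 further: 0% = median of neutral control wells and 100% = no fluorescence left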
Target sequence (P55212 24-179 limits assumed): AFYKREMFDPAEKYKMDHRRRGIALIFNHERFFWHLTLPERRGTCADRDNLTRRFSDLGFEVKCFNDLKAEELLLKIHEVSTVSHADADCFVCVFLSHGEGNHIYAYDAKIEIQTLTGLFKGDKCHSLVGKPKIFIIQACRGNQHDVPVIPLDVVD
Target sequence (P55212 194-293 limits assumed): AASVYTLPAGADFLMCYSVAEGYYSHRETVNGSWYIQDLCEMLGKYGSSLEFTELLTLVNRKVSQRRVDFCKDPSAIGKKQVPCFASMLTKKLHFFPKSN
FN deposition inh: inhibitors of fibronectin matrix deposition, primary screen, AH1F cells, Alexa488-fibronectin fluorescence, plate reader. 350,000 tested, 0.086% active. AH1F fibroblasts, overnight. inhibition, % at 12.6 µM;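 active means mean inhibition across replicates of 30% or more, regardless of how many single replicates reach that level; inconclusive means mean under 30% yet at least half of replicates reach 30%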;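 further: positive control wells lacked labelled fibronectin entirely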
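material = AH1F fibroblast monolayer depositing Alexa488-labelled fibronectin into matrix | amount = 10000 AH1F cells/well | buffer or medium = DMEM plus 2% serum, read in PBS | incubation = 1 h cell adhesion before compound, then overnight fibronectin incubation | detection = fluorescence at 485 nm excitation, 525 nm emission | evaluation = percent inhibition as loss of matrix-bound fibronectin fluorescence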
LGR2 inh: inhibitors of bursicon-induced LGR2 CRE-luciferase signal, primary screen, cell-based, HEK293, CRE-luciferase reporter, bursicon stimulation. bursicon-stimulated, 4 h. AID 720647, 2013. 380,000 tested, 0.35% active. Drosophila bursicon receptor LGR2 (rickets). inhibition, % at 9.99 µM;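 active means drop in luminescence signal, shown as inhibition above about 50% in the replicate tests, limit read from the data, passing the limit was not always enough; inconclusive means probably only some replicates passing the limit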;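 further: agonist challenge used bursicon conditioned medium at about half maximal strength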
Cneo AK release: Cryptococcus neoformans cell lysis inducers, primary screen, AK release luminescence, single concentration | C. neoformans lysis, adenylate kinase release luminescence, 4 h; normalised: neutral wells 0, clomiphene wells 100 | lysis activity, % at 15 µM | 360,000 tested, 0.2% active | AID 651654, 2012;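 active means mean lysis activity across replicates of at least 80%, whatever share of replicates individually reach that level; inactive means mean lysis activity below 80%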
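Assay system: Cryptococcus neoformans yeast cells / Dosing: single-point compound dose / Timing: 4 h at 37 °C static, read 1 h later / Measured by: luminescence of released adenylate kinase using an AK detection reagent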
PAX8 inh HTS: inhibitors of PAX8-driven TPO luciferase reporter, primary screen, RMG-I cells, single concentration | SteadyGlo, 24 h | inhibition, % at 12.6 µM | 360,000 tested, 1.2% active | AID 652154, 2013;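 active means mean replicate inhibition at least 60% with every replicate also reaching 60%; inconclusive means only one of the two criteria is met; inactive means mean below 60% and not all replicates reaching 60%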;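 further: luciferase light reporting Pax8 driven TPO promoter activity; plate controls were median of neutral control wells for no effect and mitoxantrone controls for full effect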
miR122 inh: miR-122 Renilla sensor signal increase in Huh7, primary screen, miR-122 inhibitor project, cell-based, single point, plate reader | 340,000 tested, 0.3% active | activation (reporter increase), % at 12.5 µM | Huh7 miR-122 Renilla luciferase sensor, 48 h; neutral wells = 0, positive control = 100;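 active means mean replicate activation score at least 90 and every replicate individually at or above 90; inconclusive means only one of the two criteria met; inactive means neither criterion met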;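 further: higher luciferase means less miR-122 activity so hits act as miR-122 inhibitors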
PGC1a acetyl inh: inhibitors of PGC1a acetylation signal, primary screen, cell-based, U2OS, AlphaScreen, inhibitor mode | AlphaScreen anti-acetyl-lysine; with virally co-expressed GCN5 acetyltransferase | inhibition, % at 15.6 µM | 350,000 tested, 0.17% active | AID 651687, 2012;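 active means every replicate shows inhibition of at least 40%; inconclusive means mean inhibition at least 40% but some replicate below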;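 further: 0% = neutral control wells and 100% = positive control wells; some results beyond the cut were filed as inactive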
EWS-Fli inh: EWS/Fli-driven NR0B1 reporter inhibitors, primary screen, A673 cells, NR0B1 luciferase, luminescence, MLPCN library. viability-normalised. inhibition, % at 12.6 µM. 350,000 tested, 0.67% active. AID 651661, 2012;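 active means mean inhibition of at least 50% after viability correction, with every replicate also passing that limit; inconclusive means mean reaches 50% but only one of two replicates passes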;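 further: firefly luciferase signal divided by Alamar Blue viability fluorescence both relative to DMSO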
* marks the source's active call; other numbers are inactive results; ? = inconclusive; . = no result given; & = joins results of further samples; [ ] = remark or other dose.

SMILES | CASP6 VEID inh | FN deposition inh | LGR2 inh | Cneo AK release | PAX8 inh HTS | miR122 inh | PGC1a acetyl inh | EWS-Fli inh
CC(=O)N1CCc2[nH]c3ccc(C)cc3c2C1 | 4 | -5 | -1 | 1 | -2 | 0 | 0 | 7
COc1ccc(/C=C(/NC(=O)c2ccco2)C(=O)N2CCOCC2)cc1 | -3 | -2 | 9 | 20 | 0 | -3 | -3 | -6
CCOc1ccc(NC(=O)CN(C)C(=O)c2ccc(OCc3ccccc3)c(OC)c2)cc1OCC | 2 | -7 | -4 | 0 | -2 | -3 | 4 | -10
COc1ccc(OCC(=O)Nc2c(Cl)ccc3nsnc23)cc1 | -1 | -4 | 8 | -1 | -1 | . | 2 | 6
COc1ccc(C(=O)N2CCC2(C)C(=O)NC(C)C)cc1 (configuration not stated) | -1 | -13 | 1 | 0 | -2 | 7 | 1 | -6
Cc1noc(C)c1S(=O)(=O)Nc1ccc2c(c1)C(=O)N([C@H](C)CO)C[C@H](C)[C@@H](CN(C)Cc1ccncc1)OCCCC[C@H](C)O2 | -2 | . | -25 | 0 | -12 | 6[16.7 µM] | -6 | -1
COc1ccc2nc(N3CCCC(C(=O)NCCc4ccc(OC)c(OC)c4)C3)sc2c1 (configuration not stated) | 2 | -1 | -30 | -10 | -152 | -4 | . | -56
O=C(Nc1cc(F)ccc1F)N1C[C@H]2[C@@H](c3ccccc31)[C@@H](CO)N2C(=O)c1ccccc1 | 1 | . | 5 | 1 | -5 | ? | -1 | 1
Cc1ccccc1NC(=O)C(C)OC(=O)CCC(=O)c1ccccc1 (configuration not stated) | 1 | -1 | -2 | 1 | -1 | 2 | -12 | 2
COC(=O)[C@@H](C)NC(=O)c1ccc2oc(CCc3ccccc3)nc2c1 | 0 | -3 | -66 | -1 | -111 | -2 | -12 | -104
O=C(O)Cn1c(=O)c2c(c3ccccc31)CCC2 | 3 | 1 | 0 | 0 | -10 | . | . | -7
C[C@@H]1CN([C@H](C)CO)C(=O)c2cc(NC(=O)c3ccncc3)ccc2O[C@@H](C)CCCCO[C@@H]1CN(C)C(=O)Cc1ccccc1 | -4 | . | 25 | 9 | -10 | 2[16.7 µM] | -9 | 4
COc1ccc(C(=O)CCN2CCC(C)CC2)cc1 | -2 | -5 | -20 | -4 | 36 | -7 | 4 | 1
O=C(NCC(=O)N1CCN(c2ccccc2F)CC1)c1cccs1 | -1 | 2 | 9 | 5 | -35 | -3 | -4 | .
CC(C)NC[C@@H](O)COc1ccc(CC(N)=O)cc1 | 13 | 6 | -6 | -2 | -5 | 1 | 4 | -12
Cc1cc(C)nc(NC(=O)NS(=O)(=O)N2CCCCCC2)n1 | . | . | 7 | 2 | . | -15 | -5 | .
Cc1ccc2cc(C)c(SCC(=O)Nc3cc(C)on3)nc2c1 | -2 | 18 | 7 | -1 | 12 | -8 | . | -4
CO[C@@H]1CN(C)C(=O)c2ccc(NC(=O)c3cnccn3)cc2OC[C@H](C)N(C(=O)C2CC2)C[C@@H]1C | 3 | . | 11 | -2 | 10 | . | 2 | 2
Cc1cc(C)c(C(=O)Nc2ccc3c(c2)OCCO3)c(C)c1 | -6 | -8 | 2 | -2 | -37 | 3 | . | -65
CC12CCC(C(=O)N/N=C/c3ccc(O)cc3O)(OC1=O)C2(C)C (configuration not stated) | -10 | 2 | 0 | . | 23 | . | . | 5
O=C(O)C1(c2ccccc2)CCN(S(=O)(=O)c2cccs2)CC1 | . | 6 | -12 | -3 | 8 | 1 | 16 | 9
COc1ccc(-c2nc(SCc3ccccc3)n(C(=O)c3ccco3)n2)cc1 | . | 14 | . | -1 | . | -1 | -9 | .
CN(CCO)c1ccc(-c2nn(C)c(=O)c3ccccc23)cc1[N+](=O)[O-] | 1 | 0 | -7 | . | -3 | . | . | -7
COC(=O)c1ccccc1NC(=O)N1CCCC1 | . | 9 | . | -1 | . | -1 | 3 | .
C[C@H](CO)N1C[C@H](C)[C@@H](CN(C)C(=O)c2ccccn2)Oc2ncc(Br)cc2C1=O | -1 | 5 | -4 | -4 | -26 | 2[16.7 µM] | 10 | -15
(cont.)
SMILES | CASP6 VEID inh | FN deposition inh | LGR2 inh | Cneo AK release | PAX8 inh HTS | miR122 inh | PGC1a acetyl inh | EWS-Fli inh
CCOC(=O)[C@H]1[C@H]2COc3ccccc3[C@@H]2N2C(=O)[C@@H](CO)NC(=O)[C@@]12C | 0 | -5 | -14 | 4 | 7 | -3 | . | -5
CCOC(=O)[C@]12CCCC=C1N(Cc1cccc3ccccc13)C(=O)[C@H](CC(=O)NCc1cccc3ccccc13)C2 | 5 | 7 | 3 | . | 17 | . | . | 5
Cc1nc(Nc2ccc(Cl)cc2)c(C#N)c(=O)[nH]1 | -1 | 5 | 22 | 0 | 10 | 3 | -5 | 2
Cc1cccc(N/C(N)=N/c2nc(CSc3ccc(Cl)cc3)cc(=O)[nH]2)c1 | 3 | -2 | 5 | . | -5 | . | . | -14
Cc1ccccc1N1C(=O)C2ON(c3ccccc3)C(c3cccnc3)C2C1=O (configuration not stated) | . | 0 | . | 1 | -3 | 8 | -1 | .
COC(=O)c1cc(C)nc(Sc2ccccc2NC(C)=O)n1 | -3 | 2 | 15 | 0 | -23 | -5 | 0 | 7
COc1ccc(-c2nnc(-c3ccc(N)cc3)o2)cc1 | . | -5 | . | 8 | -207 | 3 | . | .
C[C@H]1CN([C@@H](C)CO)C(=O)Cc2cc(NS(=O)(=O)c3ccccc3)ccc2O[C@@H]1CN(C)CC1CCCCC1 | 1 | . | 3 | 33 | -10 | -13[16.7 µM] | . | -3
CCOc1ccc(NC(=O)CN(C)C(=O)CSCc2ccc(C)cc2)cc1OCC | 5 | -1 | 1 | -2 | 1 | -1 | . | -4
COc1ccc(C2Nc3ccccc3C(=O)N2NS(=O)(=O)c2ccccc2)c(OC)c1 (configuration not stated) | 2 | -1 | 0 | -1 | -40 | 1 | -39 | 3
O=S(=O)(NCCCc1ccccc1)c1ccc(Br)cc1 | 1 | -7 | -7 | 8 | -2 | -1 | . | 4
C[C@@H]1CN([C@@H](C)CO)S(=O)(=O)c2ccc(-c3cccnc3)cc2O[C@H]1CN(C)CC1CCOCC1 | -2 | . | -5 | 7 | -19 | 1[16.7 µM] | -2 | 11
CCOP(=O)(OCC)c1nc(-c2ccccc2)oc1NCc1ccccc1 | -1 | 4 | -4 | . | -2 | . | . | 8
CCOc1ccc(N(CC(=O)NC(C(C)C)C(C)C)S(=O)(=O)c2ccc(OC)c(OC)c2)cc1 | 3 | -12 | 15 | . | -3 | . | . | 4
CCNC(=O)NC(=O)C(C)OC(=O)c1oc2ccc(OCC)cc2c1C (configuration not stated) | . | . | . | -4 | 8 | -2 | 11 | .
C[C@H](CO)N1C[C@H](C)[C@@H](CN(C)Cc2ccncc2)Oc2c(NS(=O)(=O)c3ccc(Cl)cc3)cccc2C1=O | -2&-1 | -4 | -5&15 | 58&2 | 3 | 6[16.7 µM] | -7&-3 | 0&2
CC(=O)Nc1ccccc1NC(=O)C/C(C)=N/NC(=O)C(=O)Nc1cccc(Cl)c1C | -10 | 7 | -2 | . | -11 | . | 12 | -10
COc1cc(C(=O)Nc2ccccc2C(=O)Nc2ccccn2)cc(OC)c1OC | 0 | 13 | 11 | 7 | 29 | 8 | 8 | 6
Cn1cc(/C=N/NC(=O)c2cccc([N+](=O)[O-])c2)c2ccccc21 | . | 7 | -36 | 0 | 15 | 3 | -7 | .
O=C(NCc1ccc2c(c1)OCO2)c1ccc(CS(=O)(=O)c2cccc(C(F)(F)F)c2)o1 | . | 0 | . | 2 | -1 | -4 | 9 | .
Cn1cccc1/C=C1\SC(=S)N(NC(=O)c2ccc(F)cc2)C1=O | 1 | -7 | 7 | . | -3 | . | -2 | -3
COc1ccc(Cn2nnnc2C(c2cccs2)N2CCCCCC2)cc1 (configuration not stated) | . | 0 | . | 2 | 16 | 14 | -41 | .
O=C(C[C@H]1C=C[C@H](NC(=O)c2cccnc2)[C@@H](CO)O1)NCc1ccc(Cl)c(Cl)c1 | -3 | 5 | 11 | 4 | 6 | -6[16.7 µM] | 2 | 4
O=C(Cc1ccc(S(=O)(=O)N2CCOCC2)s1)Nc1ccccc1Br | 9 | -15 | -12 | 3 | -3 | 2 | 14 | -1
S=c1[nH]nc(C2CCCCC2)n1/N=C/c1c(Cl)cccc1Cl | -2 | -1 | -7 | 3 | 6 | . | . | -3
Following part.
SMILES | CASP6 VEID inh | FN deposition inh | LGR2 inh | Cneo AK release | PAX8 inh HTS | miR122 inh | PGC1a acetyl inh | EWS-Fli inh
O=C(O)c1cc(-c2ccc(/C=N/Nc3ccc([N+](=O)[O-])cn3)o2)ccc1Cl | 23 | 3 | 10 | . | 6 | -7 | -6 | 1
CCCCCCN1C[C@H](n2cc(COC(=O)c3ccccc3)nn2)[C@@H](O)C[C@@H]1c1ccc(OC)cc1 | -2 | -9 | -3 | -1 | 20 | -2 | . | -2
CCN(CC)CCN(C(=O)c1ccc(N2C(=O)CCC2=O)cc1)c1nc2cc3c(cc2s1)OCCO3 | 3 | 5 | 4 | . | -10 | . | -2 | -16
O=C(CSc1nc2ccccc2c(=O)n1-c1ccccc1F)NC1CCS(=O)(=O)C1 (configuration not stated) | 1 | 18 | . | -1 | 10 | -5 | -1 | -3
CCOC(=O)c1cnn(CCOC(=O)C2CC2)c1NC(=O)C1CC1 | . | 9 | 11 | -3 | . | -4 | -5 | .
O=C(C[C@@H]1CC[C@@H](NS(=O)(=O)c2ccccc2)[C@@H](CO)O1)NCCN1CCCCC1 | -2 | . | 1 | -4 | 0 | . | -4 | 3
O=C(CSc1nncn1-c1cccnc1)Nc1ccccc1C(F)(F)F | . | -1 | 10 | 8 | -1 | -4 | -8 | -5
O=C(N/N=C/c1cc([N+](=O)[O-])ccc1Cl)c1cc(-c2ccccc2)nc2ccccc12 | -3 | -9 | 16 | . | -10 | . | -8 | -2
COc1ccc(NC(=O)c2sc3nc(N4CCOCC4)c4c(c3c2N)CCCC4)c(OC)c1 | -4 | -9 | 11 | 6 | 8 | -1 | -6 | 1

Entries of single compounds from above.
COc1ccc(NC(=O)c2sc3nc(N4CCOCC4)c4c(c3c2N)CCCC4)c(OC)c1 as listed: CASP6 VEID inh: -4; FN deposition inh: -9; LGR2 inh: 11; Cneo AK release: 6; PAX8 inh HTS: 8; miR122 inh: -1; PGC1a acetyl inh: -6; EWS-Fli inh: 1
O=C(O)c1cc(-c2ccc(/C=N/Nc3ccc([N+](=O)[O-])cn3)o2)ccc1Cl as listed: CASP6 VEID inh: 23; FN deposition inh: 3; LGR2 inh: 10; Cneo AK release: .; PAX8 inh HTS: 6; miR122 inh: -7; PGC1a acetyl inh: -6; EWS-Fli inh: 1

Source: PubChem BioAssay (Broad Institute)

An unsorted share of the library. About 2.5% of those tested had a hit in this group.
